Screens (PubChem)
ERa SRC1 inh – ER-alpha (human) coactivator binding inhibition; inhibition, % at 25.6 µM; TR-FRET ER-alpha LBD / SRC-1 peptide, estradiol-bound; hit rate 1.7% among 86,000; AID 629; P03372; in the data active = inhibition above about 50%;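 also: 0% = receptor plus peptide control and 100% = peptide only without receptor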
Target sequence (P03372 whole entry, looked up, the tested form may be a part): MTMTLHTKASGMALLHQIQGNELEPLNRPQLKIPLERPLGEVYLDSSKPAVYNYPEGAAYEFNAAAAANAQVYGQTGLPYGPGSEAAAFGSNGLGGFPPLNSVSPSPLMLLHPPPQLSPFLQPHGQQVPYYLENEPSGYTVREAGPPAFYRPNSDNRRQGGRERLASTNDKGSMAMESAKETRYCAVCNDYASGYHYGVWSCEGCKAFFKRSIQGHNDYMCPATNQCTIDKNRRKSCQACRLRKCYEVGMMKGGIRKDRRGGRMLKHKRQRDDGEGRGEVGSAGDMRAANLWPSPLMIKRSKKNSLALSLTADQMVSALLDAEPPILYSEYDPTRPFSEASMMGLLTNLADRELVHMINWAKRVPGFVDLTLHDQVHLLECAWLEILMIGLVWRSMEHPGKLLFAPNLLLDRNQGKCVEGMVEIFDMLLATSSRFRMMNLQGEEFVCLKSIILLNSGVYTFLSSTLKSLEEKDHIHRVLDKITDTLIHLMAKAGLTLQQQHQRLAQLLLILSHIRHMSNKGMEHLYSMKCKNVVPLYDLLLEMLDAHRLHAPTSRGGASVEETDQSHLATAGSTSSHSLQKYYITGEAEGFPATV
* marks the source's active call; other numbers are inactive results; [ ] = dose if it differs, or a comment.

CCOC(=O)c1ccccc1Nc1cc(C)nc2nc(C)nn12
  ERa SRC1 inh: 7
Cc1ccc(Nc2nc(C3CC3)cs2)cc1
  ERa SRC1 inh: -4
CC(=O)[C@@]1(O)CC[C@H]2[C@@H]3C[C@H](C)C4=CC(=O)C=C[C@]4(C)[C@@]3(F)[C@@H](O)C[C@@]21C
  ERa SRC1 inh: -4
O=C1Nc2cc(Cl)cnc2N2CCCC12 (stereo not given)
  ERa SRC1 inh: 11
CCCCn1c(CNC(=O)CC)nc2ccccc21
  ERa SRC1 inh: 5
CCC(C)NC(=O)CC1Oc2ccc(C)cc2NC1=O (stereo not given)
  ERa SRC1 inh: -8
O=C(O)C1Nc2c(O)cccc2C2C=CCC12 (stereo not given)
  ERa SRC1 inh: 99*[fluorescence artefact?]
Cc1nn(C)c(C)c1S(=O)(=O)N(CC(=O)NCCN1CCOCC1)c1ccc(C(C)C)cc1
  ERa SRC1 inh: 1
Cc1nnc(NC(=O)CCCCCN2C(=O)C3C4C=CC(C4)C3C2=O)s1 (stereo not given)
  ERa SRC1 inh: -2
CCCCNC(=O)c1ccc2c(c1)N(CC)C(=O)c1ccccc1S2(=O)=O
  ERa SRC1 inh: -3
CCOC(=O)N1CCN(c2c(NCCCOC(C)C)c(=O)c2=O)CC1
  ERa SRC1 inh: 0
Cc1cccc(Cn2c(CN3CCN(Cc4ccccc4)CC3)nc3c2c(=O)[nH]c(=O)n3C)c1
  ERa SRC1 inh: -4
CCCC(=O)NCCCc1nc2ccccc2[nH]1
  ERa SRC1 inh: -1
NS(=O)(=O)c1cc2c(cc1Cl)NC(CSCc1ccccc1)=NS2(=O)=O
  ERa SRC1 inh: -8
CCCCCn1c(CN2CCCCC2CC)nc2c1c(=O)n(C)c(=O)n2C (stereo not given)
  ERa SRC1 inh: 6

CCCCOc1ccccc1/C=c1/sc2nc(-c3oc4ccccc4c3C)nn2c1=O
  ERa SRC1 inh: 50*
Cc1ccc2c(C)nc(NC3=NCN(Cc4ccccc4)CN3)nc2c1
  ERa SRC1 inh: 4
Cc1sc2nc(C(C)Sc3nnc(C)n3-c3ccccc3)[nH]c(=O)c2c1C (stereo not given)
  ERa SRC1 inh: 2
COCc1cc(=O)n2c(-c3ccc(C)cc3)n[nH]c2n1
  ERa SRC1 inh: 45
O=C(c1cnc2sccn2c1=O)N1CCCc2ccccc21
  ERa SRC1 inh: -6
COc1ccc2cc(CCNC(=O)c3c(-c4ccccc4Cl)noc3C)c(=O)[nH]c2c1
  ERa SRC1 inh: 14
Cc1ccc(C(=O)C2=C(O)C(=O)N(c3ncccn3)C2c2cccc(Cl)c2)o1 (stereo not given)
  ERa SRC1 inh: -22
CCCc1cc(-n2ccnc2C)n2c(nc3ccccc32)c1C#N
  ERa SRC1 inh: 8
CCc1cc2c(=O)c(-c3nc4ccccc4[nH]3)coc2c(CN2CCCC(C)C2)c1O (stereo not given)
  ERa SRC1 inh: -13
COc1ccc(N2CCN(C(=O)c3sc4nc(-c5ccc(F)cc5)cn4c3C)CC2)cc1
  ERa SRC1 inh: -3
O=C(Cn1cnc2c(cnn2-c2ccc(F)cc2)c1=O)NCCc1ccccc1
  ERa SRC1 inh: 12
Cc1cccc(CSc2nnc(Cn3c(=O)sc4ccccc43)n2C)c1
  ERa SRC1 inh: 6
Cc1ccc(C2CC(c3cccc(Cl)c3)n3nc(N)nc3N2)cc1 (stereo not given)
  ERa SRC1 inh: -1
COc1ccc(Cl)cc1NC(=O)CSc1ncnc2c1oc1ccccc12
  ERa SRC1 inh: 38[fluorescence artefact?]
COc1cc(NC(=O)CN2CC(c3ccccc3)CC2=O)cc(OC)c1 (stereo not given)
  ERa SRC1 inh: -4

Next part; it opens with the four that closed the last part.
Cc1cccc(CSc2nnc(Cn3c(=O)sc4ccccc43)n2C)c1
  ERa SRC1 inh: 6
Cc1ccc(C2CC(c3cccc(Cl)c3)n3nc(N)nc3N2)cc1 (stereo not given)
  ERa SRC1 inh: -1
COc1ccc(Cl)cc1NC(=O)CSc1ncnc2c1oc1ccccc12
  ERa SRC1 inh: 38[fluorescence artefact?]
COc1cc(NC(=O)CN2CC(c3ccccc3)CC2=O)cc(OC)c1 (stereo not given)
  ERa SRC1 inh: -4
Cn1c(=O)oc2cc(S(=O)(=O)NCCN3CCc4ccccc4C3)ccc21
  ERa SRC1 inh: -1
Cc1c(NC(=O)CSc2nc3c(cnn3-c3ccccc3)c(=O)[nH]2)c(=O)n(-c2ccccc2)n1C
  ERa SRC1 inh: -2
O=c1c2ccccc2cnn1-c1nc2ccccc2s1
  ERa SRC1 inh: 1
O=C(O)Cc1ccc(O)c(F)c1
  ERa SRC1 inh: -3
CC(C)N(C(=O)Cn1c(SCC(=O)N2CCN(c3ccccc3)CC2)nc2ccccc21)C(C)C
  ERa SRC1 inh: -25
CCN1CCc2c(sc(NC(=O)c3ccc(S(=O)(=O)N4CCOCC4)cc3)c2C(N)=O)C1
  ERa SRC1 inh: 37
COc1cccc(C2CC(c3ccc(Cl)cc3)Nc3nc(N)nn32)c1 (stereo not given)
  ERa SRC1 inh: -5
CCOC(=O)C1CCN(C(c2cccc(F)c2)c2sc3nc(C)nn3c2O)CC1 (stereo not given)
  ERa SRC1 inh: 1
Cc1ccc(-n2ncc3c2ncn2c(-c4ccncc4)nnc32)cc1
  ERa SRC1 inh: 66*[fluorescence artefact?]
Cc1ccc2oc(=O)c3cnn(CC(=O)Nc4ccccc4N4CCN(C)CC4)c3c2c1
  ERa SRC1 inh: 1
CCCCOC(=O)c1ccc(Nc2ncnc3nc[nH]c23)cc1
  ERa SRC1 inh: 16
CCN1CCN(C(=O)C2CCN(Cc3nc(-c4ccc(Cl)cc4)oc3C)CC2)CC1
  ERa SRC1 inh: -2
CCOC(=O)N1CCN(C(c2ccc(Cl)cc2)c2sc3nc(C)nn3c2O)CC1 (stereo not given)
  ERa SRC1 inh: 3
Clc1ccc(Nc2ncnc3c2cnn3-c2ccccc2)cc1
  ERa SRC1 inh: 4
CCOC(=O)N1CCC(N2C(=O)c3ccc(C(=O)Nc4ccc(F)cc4F)cc3C2=O)CC1
  ERa SRC1 inh: 21

Quoted from the listing:
ERa SRC1 inh, CCOC(=O)N1CCN(C(c2ccc(Cl)cc2)c2sc3nc(C)nn3c2O)CC1 (stereo not given) is entered as 3
ERa SRC1 inh, Cc1ccc2oc(=O)c3cnn(CC(=O)Nc4ccccc4N4CCN(C)CC4)c3c2c1 is entered as 1
ERa SRC1 inh, CC(C)N(C(=O)Cn1c(SCC(=O)N2CCN(c3ccccc3)CC2)nc2ccccc21)C(C)C is entered as -25

Further compounds
Cc1ccc(S(=O)(=O)N2CCCCC2)cc1C(=O)Nc1ncn[nH]1
  ERa SRC1 inh: 55*
COc1ccc(C2CC(=O)C(C=NCCN3CCNCC3)=C(O)C2)cc1OC (stereo not given)
  ERa SRC1 inh: 10
CN1CCN(Cc2nc3c(c(=O)n(C)c(=O)n3C)n2CCc2ccccc2)CC1
  ERa SRC1 inh: -5
CCCNC(=O)CS(=O)(=O)Cc1nc(-c2ccccc2C)oc1C
  ERa SRC1 inh: -2
Nc1cc(N)cc(-c2nc3ccccc3o2)c1
  ERa SRC1 inh: -6
Cc1cc(O)c(C=Nc2cccc(Cl)c2)c(=O)o1
  ERa SRC1 inh: 22
O=c1[nH]c(CN2CCC(c3nc4ccccc4s3)CC2)nc2sc3c(c12)CCC3
  ERa SRC1 inh: -2
Cn1c(Cn2c(=O)sc3ccccc32)nnc1SCC(=O)NCc1ccco1
  ERa SRC1 inh: 1
Cc1nc2cc(-c3cccc(F)c3)nn2c(C)c1CCC(=O)N1CCN(c2ccccn2)CC1
  ERa SRC1 inh: 5
COCCn1c(=NC(=O)CSC(C)=O)sc2cc(OC)ccc21
  ERa SRC1 inh: -3
Cc1cccc(C)c1NC(=O)C1(N2CCN(C(=O)c3ccco3)CC2)CCCCC1
  ERa SRC1 inh: -1
CCc1ccc(NC(=O)CSc2nc3c(c(=O)n(C)c(=O)n3C)n2C)cc1
  ERa SRC1 inh: 6
O=c1oc2ccccc2n1Cc1ccccc1Cl
  ERa SRC1 inh: 18
Cc1cc(Nc2cccc(Cl)c2)n2ncnc2n1
  ERa SRC1 inh: -8
CCOc1ccc(N2CCCCn3c2nc2c3c(=O)[nH]c(=O)n2C)cc1
  ERa SRC1 inh: -35[fluorescence artefact?]

An excerpt from above in order of SMILES length, high to low.
CN1CCN(Cc2nc3c(c(=O)n(C)c(=O)n3C)n2CCc2ccccc2)CC1
  ERa SRC1 inh: -5
CCOc1ccc(N2CCCCn3c2nc2c3c(=O)[nH]c(=O)n2C)cc1
  ERa SRC1 inh: -35[fluorescence artefact?]
Cc1ccc(S(=O)(=O)N2CCCCC2)cc1C(=O)Nc1ncn[nH]1
  ERa SRC1 inh: 55*
COCCn1c(=NC(=O)CSC(C)=O)sc2cc(OC)ccc21
  ERa SRC1 inh: -3
Cc1cc(Nc2cccc(Cl)c2)n2ncnc2n1
  ERa SRC1 inh: -8

Following part.
Cc1ccc(NC(=O)C2CCCN(S(=O)(=O)c3ccc4c(c3)oc(=O)n4C)C2)nc1 (stereo not given)
  ERa SRC1 inh: -10
CCN1CCC(C(=O)NC2CCCC2)(N(Cc2cccs2)C(=O)Cn2nnc3ccccc32)CC1
  ERa SRC1 inh: -3
Cc1ccc(N2OC3C(=O)NC(=O)C3C2c2ccco2)cc1 (stereo not given)
  ERa SRC1 inh: -1
Cn1c(Cn2c(=O)sc3ccccc32)nnc1SCc1cccc(F)c1
  ERa SRC1 inh: -11
COc1cccc(C2/C(=C(/O)c3ccc(C)cc3)C(=O)C(=O)N2Cc2ccco2)c1 (stereo not given)
  ERa SRC1 inh: -2
COC(=O)c1ccccc1NC(=O)CN1CCC(n2nnc3cc(C)ccc32)CC1
  ERa SRC1 inh: 2
COc1ccccc1CNC(=O)C(NC(=O)C1CCCCC1)C(C)C (stereo not given)
  ERa SRC1 inh: -3
COC(=O)c1cc2c(=O)n3cccc(C)c3nc2n(Cc2cccnc2)c1=N
  ERa SRC1 inh: 3[fluorescence artefact?]
COc1ccc(C(=O)Cn2c(N3CCOCC3)nc3c2c(=O)n(C)c(=O)n3C)cc1
  ERa SRC1 inh: -40
Nc1nc(Nc2cccc3ccccc23)nc(C2CCCC2=O)n1 (stereo not given)
  ERa SRC1 inh: 37[fluorescence artefact?]
Cc1cc(Nc2ccc(Br)cc2)n2nc(C)nc2n1
  ERa SRC1 inh: -7
CCOc1ccc(N(C(C)=O)C2C=CS(=O)(=O)C2)cc1 (stereo not given)
  ERa SRC1 inh: -7
Cc1ccccc1CN1CCNC(=O)C1CC(=O)O (stereo not given)
  ERa SRC1 inh: -8
Cn1c(=O)oc2cc(S(=O)(=O)N3CCCC(C(=O)N4CCn5c4nc4ccccc45)C3)ccc21 (stereo not given)
  ERa SRC1 inh: 18[fluorescence artefact?]
CCOC(=O)c1sc(NC(C)=O)cc1C
  ERa SRC1 inh: 10

In the list so far, these have a COOH group:
O=C(O)C1Nc2c(O)cccc2C2C=CCC12 (stereo not given)
  ERa SRC1 inh: 99*[fluorescence artefact?]
O=C(O)Cc1ccc(O)c(F)c1
  ERa SRC1 inh: -3
Cc1ccccc1CN1CCNC(=O)C1CC(=O)O (stereo not given)
  ERa SRC1 inh: -8

New compounds follow.
COc1cccc(C2CC(c3ccc(C)cc3)Nc3nc(N)nn32)c1 (stereo not given)
  ERa SRC1 inh: -26
COc1ccc(NC(=O)c2cnc3ccccn3c2=O)cc1OC
  ERa SRC1 inh: -7
CCCCCCn1c(CN2CCN(CCO)CC2)nc2c1c(=O)n(C)c(=O)n2C
  ERa SRC1 inh: -4
CCOc1ccc(Br)cc1C1NC(=O)c2c(sc3c2CCN(C)C3)N1 (stereo not given)
  ERa SRC1 inh: -11
CCOC(=O)N1CCN(c2c(NCC3CCN(Cc4cccc(C)c4)CC3)c(=O)c2=O)CC1
  ERa SRC1 inh: -2
Cn1c(C(=O)N2CCN(c3ccccn3)CC2)cc2c(=O)n(C)c3ccccc3c21
  ERa SRC1 inh: -3
O=C(NO)c1ccccc1O
  ERa SRC1 inh: -2
CCC(C)NC(=O)c1c(-c2cc(Cl)c(OC)c(Cl)c2)noc1C (stereo not given)
  ERa SRC1 inh: -3
O=C1[O][Bi][O]c2ccccc21
  ERa SRC1 inh: -1
O=C(CN1C(=O)CCC1=O)Nc1nc(-c2nc3ccccc3s2)cs1
  ERa SRC1 inh: -4
Cc1ccc2cc(CCNS(=O)(=O)c3ccc(F)cc3)c(=O)[nH]c2c1
  ERa SRC1 inh: 3
COC(=O)c1ccsc1NC(=O)CN1C(=O)CCC1=O
  ERa SRC1 inh: -8
COc1ccccc1NC(=O)N1CCN(c2ccc3nncn3n2)CC1
  ERa SRC1 inh: 3
CCOC(=O)CSC1=C(C#N)C(c2ccc(C)o2)CC(=O)N1 (stereo not given)
  ERa SRC1 inh: -1
Cc1cc2c(cc(C(=O)N3CCC(C(=O)NC4CCCC4)CC3)n2Cc2c(F)cccc2Cl)o1
  ERa SRC1 inh: -13

Cc1onc(-c2ccccc2)c1C(=O)Nc1nnc(N2CCCCCC2)s1
  ERa SRC1 inh: -7[fluorescence artefact?]
COc1cc2c(cc1OC)C(C(=O)NCC1COc3ccccc3O1)C(c1cccnc1)N(C)C2=O (stereo not given)
  ERa SRC1 inh: 3[fluorescence artefact?]
Cc1c(-c2ccccc2)oc2nc3c(c(=O)n(C)c(=O)n3C)n12
  ERa SRC1 inh: 0
CCOc1ccccc1Nc1ncnc2c1cnn2-c1ccccc1
  ERa SRC1 inh: 2
O=C(C1CC1)N1CCN=C1SCc1cccc(F)c1
  ERa SRC1 inh: -2
COc1cc(C2C3=C(CC(C)(C)CC3=O)Nc3c2c(=O)[nH]c(=O)n3Cc2ccccc2)ccc1O (stereo not given)
  ERa SRC1 inh: 6
Cc1ccc2oc(=O)c3cnn(CC(=O)NCCC(C)C)c3c2c1
  ERa SRC1 inh: 5[fluorescence artefact?]
Cc1cccc(-n2ncc3c(NC(C)C)ncnc32)c1
  ERa SRC1 inh: -3
CCn1c2ccccc2c2nnc(SCC(=O)NC(C(=O)OC)C(C)C)nc21 (stereo not given)
  ERa SRC1 inh: 3
CSc1nnc2c(n1)OC(C1CC=C(C)CC1)Nc1ccccc1-2 (stereo not given)
  ERa SRC1 inh: -4
Cc1cccn2c(=O)c3cc(C(=O)NCc4ccccn4)n(C)c3nc12
  ERa SRC1 inh: 1[fluorescence artefact?]
CC1(C(=O)NCc2cccnc2)CCC(=O)N1Cc1cccs1 (stereo not given)
  ERa SRC1 inh: -3
CCOC(=O)N1CCN(c2c(N3CCc4ccccc4C3)c(=O)c2=O)CC1
  ERa SRC1 inh: 2

Some of the compounds tested, so the mix of outcomes need not match the whole.
